Mcl1 Bid PPI: Mcl-1/Bid binding inhibitors, primary screen, biochemical, TR-FRET, 1536-well | Induced myeloid leukemia cell differentiation protein Mcl-1 (Homo sapiens), Q07820 | TR-FRET Mcl-1/Bid-Dy647 peptide binding | AID 1021, 2008 | 0.97% of 220,000 active | inhibition, % at 21.7 µM;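 active = compounds that cut the binding signal by more than half at the single screening dose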;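 note: His-tagged Mcl-1 with europium anti-His antibody binding Bid BH3 peptide; 0% = Mcl-1 plus peptide wells and 100% = peptide-only wells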
Target sequence (Q07820 whole entry, looked up): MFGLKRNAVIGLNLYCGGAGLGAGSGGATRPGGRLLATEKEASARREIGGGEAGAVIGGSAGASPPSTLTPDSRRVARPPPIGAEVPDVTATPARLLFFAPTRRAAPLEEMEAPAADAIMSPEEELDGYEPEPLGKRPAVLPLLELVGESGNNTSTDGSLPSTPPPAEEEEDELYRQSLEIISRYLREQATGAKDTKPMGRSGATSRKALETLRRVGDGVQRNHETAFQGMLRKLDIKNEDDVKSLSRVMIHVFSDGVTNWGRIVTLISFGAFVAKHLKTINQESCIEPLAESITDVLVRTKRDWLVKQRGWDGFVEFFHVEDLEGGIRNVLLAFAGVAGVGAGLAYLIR
Rab7 wt GTP bind: modulators of GTP binding to Rab7, primary screen, biochemical, wildtype, multiplex bead flow cytometry | Rab7 GTPase wild type (dog), Bodipy-FL-GTP binding | GST-Rab7 beads, fluorescent GTP binding; actives lie on both sides; untreated = 100%, excess cold GTP = 0% | GTP binding activity (percent of control), % at 10 µM | 0.055% of 190,000 active | AID 758, 2007;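 active = fluorescent GTP binding to Rab7 beads changed by at least 20 points from the 100% baseline, either direction, mostly lower; inconclusive = compound itself probably fluorescent, or too few beads counted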;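 note: median green fluorescence of bound Bodipy-FL-GTP per Rab7 bead population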
Rac1 act GTP bind: GTP binding modulators of activated mutant Rac1, primary screen, biochemical, bead-based flow cytometry, multiplex, fluorescent GTP. Ras-related C3 botulinum toxin substrate 1 (Homo sapiens), P63000. GST-Rac1 activated beads; actives lie on both sides; 100% means binding = to untreated wells. percent activity (GTP binding), % at 10 µM. 0.11% of 190,000 active;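 active = GTP binding at least 20 percentage points away from the 100% baseline, in either direction, so actives lie on both sides; inconclusive = Compound likely fluorescent itself, or too few beads counted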
Rab2 wt GTP: modulators of GTP binding to Rab2A wildtype, primary screen, biochemical, dog, bead-based flow cytometry, multiplex; GTP binding activity, % at 10 µM; 0.19% of 190,000 active; GST-Rab2 wt beads, Bodipy-GTP binding; Ras-related protein Rab-2A (Canis lupus familiaris), P61105;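 active = GTP binding activity at least 20 points away from 100%, either lowered or raised; inconclusive = signal likely due to the compound's own green fluorescence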;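 note: 0% = beads with excess unlabeled GTP and 100% = no-compound control corrected for plate trend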
Rac1 wt modul: wildtype Rac1 GTP binding modulators, primary screen, biochemical, GST-Rac1 beads, flow cytometry, multiplex | AID 757, 2007 | 0.27% of 190,000 active | Ras-related C3 botulinum toxin substrate 1 (Homo sapiens), P63000 | GTP binding activity (% of control), % at 10 µM | fluorescent GTP binding; actives lie on both sides; 0 = cold GTP competed, 100 = untreated;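 active = GTP binding activity at least 20 points away from the 100% control level, either lower or higher; inconclusive = compound flagged as likely green fluorescent, judged across all proteins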
HRas wt GTP bind: modulators of GTP binding to HRas wildtype, primary screen, biochemical, bead-based flow cytometry, multiplex; GTP binding activity, % at 10 µM; GST-Ras wt beads, Bodipy-FL-GTP binding; actives lie on both sides; 0.14% of 190,000 active; GTPase HRas (Homo sapiens), P01112; AID 759, 2007;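 active = GTP binding activity at least 20% away from the 100% baseline, either lowered as inhibitor or raised as activator; inconclusive = flagged as likely green fluorescent, judged across all proteins in the well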;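 note: 0% = unlabeled GTP competition control and 100% = no-compound control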
Target sequence (P01112 whole entry, looked up): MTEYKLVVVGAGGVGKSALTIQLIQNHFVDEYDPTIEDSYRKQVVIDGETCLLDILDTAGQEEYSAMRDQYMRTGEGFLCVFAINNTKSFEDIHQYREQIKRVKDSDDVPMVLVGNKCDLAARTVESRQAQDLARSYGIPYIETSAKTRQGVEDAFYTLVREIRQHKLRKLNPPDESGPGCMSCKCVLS
Pf gametocyte: late stage P. falciparum gametocyte viability inhibitors, primary screen, ATP luminescence, HTS; P. falciparum stage V gametocytes, 24 h; inhibition, % at 10.9 µM; AID 743093, 2013; 0.065% of 150,000 active;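 active = inhibition above the mean plus 3 SD of compounds within the control limits, set per campaign, cut at about 38% in these data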;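 note: 0% = DMSO wells and 100% = medium only without gametocytes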
Avidin bead fluor: green autofluorescence of compounds with avidin beads – biophysical, 488/530 nm, flow cytometry, artefact control, profiling panel; compound fluorescence 488/530 nm; active compounds read high; fluorescence (KMESF) at 10 µM; 0.38% of 220,000 active; AID 1775, 2009; in the data active = fluorescence above about 47; note: inactives centre near 10
GSH fluor: compound fluorescence on glutathione beads, profiling panel, artefact control, biophysical, 488/530 nm, flow cytometry; GSH beads flow cytometry, compound fluorescence 488/530 nm; active compounds read high; fluorescence (KMESF) at 10 µM; 0.25% of 190,000 active; AID 1776, 2009; in the data active = fluorescence above about 89;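 note: glutathione beads carrying GST-tagged Bcl family fusion proteins plus one bare bead set; values are compound well signal with DMSO vehicle wells as background; inactives centre near 16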
Cdc42 wt GTP: modulators of GTP binding to wildtype Cdc42, primary screen, biochemical, multiplex bead flow cytometry, Bodipy-GTP; Cell division control protein 42 homolog (Homo sapiens), P60953; GST-Cdc42 beads; actives lie on both sides; percent activity (GTP binding), % at 10 µM; 0.2% of 190,000 active; AID 761, 2007;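 active = percent activity GTP binding at least 20 points away from the 100% baseline, either down as inhibitor or up as activator; inconclusive = compound flagged as likely green fluorescent from well-wide comparison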;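 note: median bead fluorescence of bound Bodipy-FL-GTP at 100 nM; 0% = excess unlabeled GTP control and 100% = no compound control; below 100% means less GTP binding so inhibitor and above means activator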
Target sequence (P60953 whole entry, looked up): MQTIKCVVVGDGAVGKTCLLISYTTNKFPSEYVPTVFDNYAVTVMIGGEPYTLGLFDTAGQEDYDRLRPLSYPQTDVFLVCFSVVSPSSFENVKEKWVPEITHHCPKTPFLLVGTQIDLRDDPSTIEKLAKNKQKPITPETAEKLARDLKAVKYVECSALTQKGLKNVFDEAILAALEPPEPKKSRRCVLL
Mcl1 Noxa PPI: Mcl-1/Noxa binding inhibitors, primary screen, biochemical, TR-FRET, 1536-well. TR-FRET Mcl-1/Noxa peptide binding, 2 h. 1.5% of 220,000 active. Induced myeloid leukemia cell differentiation protein Mcl-1 (Homo sapiens), Q07820. inhibition, % at 21.7 µM;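 active = compounds that cut the protein-peptide binding signal by more than 50% relative to plate controls in a single-dose test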;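 note: His-tagged Mcl-1 with rhodamine Noxa BH3 peptide and terbium anti-His antibody; 0% = Mcl-1 plus Noxa peptide wells and 100% = peptide-only wells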
An asterisk follows results filed as active; ? = inconclusive; nt = no result given.

SMILES | Mcl1 Bid PPI | Rab7 wt GTP bind | Rac1 act GTP bind | Rab2 wt GTP | Rac1 wt modul | HRas wt GTP bind | Pf gametocyte | Avidin bead fluor | GSH fluor | Cdc42 wt GTP | Mcl1 Noxa PPI
Nc1nc(SCC(=O)c2cc3ccccc3o2)n[nH]1 | -22 | 96 | 96 | 97 | 100 | 98 | 1 | 9 | 14 | 101 | 0
CCc1ccc(S(=O)(=O)N(C(=O)c2ccncc2)c2ccc(OC(=O)c3ccncc3)cc2)cc1 | -11 | 99 | 96 | 96 | 101 | 98 | -2 | 10 | 10 | 97 | 25
Cc1ccc(S(N)(=O)=O)cc1NC(=O)/C=C/c1ccc2c(c1)OCO2 | -5 | 100 | 92 | 96 | 96 | 91 | -3 | 14 | 11 | 91 | 7
CC(c1ccccc1)N1CCn2c(nc3cc(NC(=O)NC4CCCCC4)ccc32)C1 (stereo not given) | -36 | 99 | 98 | 98 | 99 | 98 | nt | 13 | 11 | 100 | -4
O=c1cnnc(Nc2ccc(Nc3ccccc3)cc2)[nH]1 | -51 | 104 | 93 | 98 | 97 | 97 | 2 | 3 | 10 | 94 | 19
CCN(CC)CCn1nc(C)nc1-c1ccccc1O | -8 | 105 | 102 | 105 | 106 | 104 | nt | 5 | 42 | 103 | 16
O=C(CCc1nc(-c2ccccc2)no1)NCCc1ccccc1 | -5 | 102 | 100 | 100 | 104 | 101 | nt | 30 | 18 | 103 | -13
Cc1nc2c(C)cccc2cc1C(=O)N/N=C/c1ccc(O)cc1 | -60 | 102 | 98 | 96 | 99 | 101 | nt | 2 | 5 | 98 | -1
COc1ccc(-c2noc(=O)n2Cc2cc(C)ccc2C)cc1 | -11 | 103 | 93 | 95 | 95 | 96 | nt | 20 | 11 | 95 | 10
O=C1c2cccc3cccc(c23)C(=O)N1CCN1CCN(C(=S)Nc2ccc(Cl)cc2)CC1 | -33 | 99 | 97 | 99 | 106 | 99 | nt | 19 | 9 | 102 | 28
CC(C)(O)C#Cc1ccc(CN2CCN(C3CCCCC3)C(CCO)C2)s1 (stereo not given) | -20 | 96 | 93 | 97 | 100 | 97 | 3 | 12 | 16 | 97 | -10
O=C(Cn1c(=O)oc2ccccc21)NCCc1ccccc1Cl | 11 | 98 | 95 | 95 | 97 | 95 | -3 | 22 | 11 | 95 | 5
O=C(NN=C1CCN(Cc2ccccc2)CC1)c1cc2ccccc2cc1O | -85 | 98 | 99 | 95 | 105 | 96 | 14 | 0 | 7 | 102 | -36
O=C(N/N=C/c1ccc2c(c1)OCO2)c1ccc(COc2cccc3cccnc23)cc1 | -20 | 93 | 94 | 90 | 93 | 94 | -5 | 11 | 9 | 90 | 6
O=C(CN(Cc1ccccc1)C(=O)c1cc2c(s1)CCC2)NCc1cccs1 | -28 | 100 | 98 | 100 | 99 | 99 | nt | 18 | 10 | 100 | 5
C=CS(=O)(=O)c1ccc(Oc2ccc(S(=O)(=O)C=C)cc2)cc1 | 20 | 99 | 88 | 92 | 103 | 95 | -6 | 4 | 18 | 87 | 3
COc1ccc(CNC(=O)C(C)NS(=O)(=O)c2ccc(C)cc2)cc1 (stereo not given) | -17 | 100 | 95 | 96 | 96 | 95 | 8 | 6 | 18 | 91 | 15
CCNC(=S)N1CCc2cc(OC)c(OC)cc2C1COc1ccc(OC)cc1 (stereo not given) | -23 | 102 | 97 | 98 | 95 | 98 | -14 | 11 | 26 | 94 | 4
CCOC(=S)SCC(=O)Nc1nc(-c2ccccc2)cs1 | -4 | 95 | 97 | 97 | 97 | 94 | -5 | 8 | 12 | 96 | 18
Cc1cccc(OCC(=O)O/N=C(\N)Cc2cccs2)c1 | -17 | 98 | 99 | 99 | 102 | 97 | nt | 22 | 17 | 100 | 17
COc1ccc(/C=N/n2c(N)nc3ccccc32)cc1OC | -32 | 102 | 96 | 99 | 103 | 100 | -16 | 6 | 46 | 100 | 23
O=S(=O)(/N=C(\Sc1ccccc1)c1ccccc1)c1ccc(Cl)cc1 | 29 | 97 | 93 | 94 | 94 | 97 | nt | 29 | 18 | 97 | 39
CCN1CC2=C(OC(N)=C(C#N)C2c2ccccc2)/C(=C\c2ccccc2)C1 (stereo not given) | -22 | 101 | 98 | 101 | 106 | 102 | -37 | 9 | 11 | 103 | 18
Cn1c(SCC(=O)N/N=C/C=C/c2ccco2)nc2ccccc21 | -10 | 101 | 99 | 100 | 106 | 100 | 0 | 3 | 7 | 102 | 38
Cc1ccccc1OCC(=O)NNC(=S)NC(=O)c1ccccc1[N+](=O)[O-] | -76 | 93 | 94 | 94 | 99 | 95 | 9 | 9 | 13 | 97 | -62
COc1ccc(CCNC(=O)C(=O)NCC2CCCO2)cc1 (stereo not given) | 0 | 103 | 99 | 102 | 105 | 101 | nt | 9 | 24 | 105 | 8
CCCCN(C(=S)Nc1cccc(SC)c1)C1CCN(C(C)=O)CC1 | -20 | 95 | 97 | 98 | 98 | 97 | -27 | 13 | 15 | 99 | 22
CCOC(=O)N1CCN(C(=O)/C=C/c2cccc([N+](=O)[O-])c2)CC1 | -7 | 98 | 96 | 96 | 98 | 98 | -11 | 29 | 10 | 96 | 1
CCOc1ccc(-c2nc(CSc3nnc(N)s3)cs2)cc1 | 12 | 101 | 100 | 104 | 108 | 104 | nt | 7 | 10 | 105 | 4
C=CCNC(=S)Nc1ccc(OC(F)F)c(Cl)c1 | -20 | 101 | 96 | 97 | 97 | 95 | -26 | 9 | 10 | 94 | 10
Cc1ccc(NCc2ccccc2O)cc1C | -43 | 96 | 91 | 93 | 85 | 92 | -14 | 19 | 9 | 95 | 17
Cn1c(SCc2ccon2)nc2ccccc2c1=O | 3 | 102 | 98 | 101 | 101 | 101 | nt | 5 | 38 | 99 | 2
CCOC(=O)c1cccc(NC(=O)C(C)N2C(=O)c3ccccc3C2=O)c1 (stereo not given) | -16 | 97 | 97 | 95 | 100 | 100 | nt | 4 | 25 | 100 | 16
Cc1ccccc1NC(=O)C(Cl)=C(Cl)Cl | -10 | 101 | 95 | 97 | 96 | 98 | nt | 8 | 11 | 95 | 20
Cc1ccc(/C=C/C(=O)O)cc1S(=O)(=O)N(CCO)CCO | 8 | 95 | 98 | 99 | 101 | 99 | nt | 3 | 26 | 102 | 19
COC(=O)c1sc2ccccc2c1-n1cccc1C(=O)C(=O)Nc1ccccc1 | -10 | ? | ? | ? | ? | ? | -15 | 4 | 26 | ? | 22
CC(=O)NN1C(=O)c2ccccc2NC1c1ccco1 (stereo not given) | -28 | 106 | 97 | 102 | 101 | 103 | nt | 6 | 11 | 100 | 12
O=C(CCc1ccc(S(=O)(=O)NCCc2ccccc2)cc1)N1CCN(Cc2ccc3c(c2)OCO3)CC1 | -22 | 101 | 98 | 101 | 100 | 99 | -3 | 13 | 35 | 100 | 5
C=CCn1c(=S)[nH]c2nc3c(cc2c1=O)CCCC3 | -32 | 97 | 97 | 102 | 100 | 100 | nt | 8 | 16 | 102 | 6
O=C(c1cc2ccccc2oc1=O)N1CCN(c2ccccn2)CC1 | -13 | 103 | 101 | 102 | 106 | 101 | nt | 11 | 29 | 100 | 13
O=C(COC(=O)/C=C/c1cccc(C(F)(F)F)c1)NCc1ccccc1 | -17 | 95 | 101 | 99 | 102 | 99 | nt | 12 | 15 | 99 | 8
CC(=O)c1ccc(NC(=O)N[C@@H](CC(C)C)C(=O)O)cc1 | 0 | 104 | 101 | 102 | 109 | 102 | nt | 24 | 14 | 109 | 3
CCCS(=O)(=O)c1ccc(COC(=O)c2ccc(NC(C)=O)cc2)cc1 | -17 | 95 | 98 | 97 | 98 | 97 | -36 | 5 | 19 | 99 | 4
Cn1cccc1CNCc1ccc(F)cc1 | -1 | 105 | 99 | 102 | 104 | 104 | -16 | 2 | 10 | 102 | 9
O=C1CC(/C=C/c2ccccc2)=Nc2ccccc2N1 | -11 | 95 | 94 | 92 | 85 | 91 | nt | 6 | 21 | 92 | 0
O=C(COc1ccccc1-c1ccccc1)N/N=C/c1ccncc1 | -33 | 58* | 55* | 61* | 55* | 59* | 3 | 8 | 23 | 60* | -19
c1ccc2oc(C3=NNC(=NC4CC4)SC3)cc2c1 | -64 | 101 | 96 | 99 | 101 | 101 | 15 | 8 | 14 | 101 | -140
N#Cc1cnn(-c2cccc(Cl)c2)c1N | -7 | 97 | 91 | 96 | 95 | 96 | 9 | 6 | 10 | 95 | -7
CC(=O)Nc1cccc(NC(=O)CCn2c(=O)sc3ccccc32)c1 | 4 | 101 | 100 | 102 | 100 | 100 | nt | 12 | 24 | 99 | 14
CCc1ccc(CCC(=O)Nc2nc(CC(C)=O)ns2)o1 | -33 | 98 | 100 | 99 | 99 | 99 | 7 | 14 | 8 | 99 | 24
Cc1ccc(S(=O)(=O)N2CCC(C(=O)N3CCC(C(=O)NCC4CCCO4)CC3)CC2)cc1 (stereo not given) | -30 | 103 | 101 | 103 | 104 | 100 | -14 | 13 | 30 | 103 | 6
CC1(C)C=Cc2c(c3c(c4c(=O)c(-c5ccc(O)cc5)coc24)OC(C)(C)CC3)O1 | 1 | 94 | 96 | 96 | 100 | 96 | nt | 11 | 14 | 95 | 38
O=C(C1CCCN(CCCc2ccccc2)C1)N1CCCCCC1 (stereo not given) | 9 | 101 | 100 | 102 | 103 | 100 | 26 | 3 | 6 | 102 | 5
CCOCCCNC(=O)C(NC(=O)c1ccc(NC(C)=O)cc1)c1ccc(C)cc1 (stereo not given) | -30 | 100 | 98 | 96 | 104 | 98 | 12 | 5 | 8 | 99 | -6

Assay outcomes (PubChem BioAssay)
